Source: PubChem
MrgX1 PAM = allosterically activates human MrgX1 receptor signaling | B-score at 10 µM | MrgX1-HEK293, Fluo-4 calcium flux, FDSS; active compounds read high | AID 588675 | Q96LB2 | 310,000 compounds, 0.63% hits;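 active = plate-corrected calcium response at least 3 library SD above typical, normal starting fluorescence, not activating the receptor alone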;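 also: compound read alongside a low EC10 to EC30 dose of BAM8-22 agonist; peak minus trough fluorescence over baseline measured at the second addition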
Target sequence (Q96LB2 whole entry, looked up): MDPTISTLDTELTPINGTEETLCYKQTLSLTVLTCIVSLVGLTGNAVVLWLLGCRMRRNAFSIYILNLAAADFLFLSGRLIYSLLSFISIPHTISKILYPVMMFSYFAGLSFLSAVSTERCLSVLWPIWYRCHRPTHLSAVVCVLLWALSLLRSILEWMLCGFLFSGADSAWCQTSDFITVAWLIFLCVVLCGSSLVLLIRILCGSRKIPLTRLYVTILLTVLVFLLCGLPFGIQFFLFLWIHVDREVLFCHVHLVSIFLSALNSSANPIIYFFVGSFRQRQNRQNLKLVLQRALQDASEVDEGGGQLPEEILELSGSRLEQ
MrgX1 ag = agonists of human MrgX1 receptor; B-score at 10 µM; 310,000 compounds, 0.44% hits; Q96LB2; MrgX1-HEK293 cells, Fluo-4 calcium fluorescence, agonist mode; active compounds read high;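 active = calcium response B-score plate-corrected fluorescence ratio at least 3 library SD, with starting fluorescence B-score inside 5 SD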
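Test system: HEK293 cells stably expressing human MrgX1 receptor; Input: fifteen thousand cells per well; Dosing: compound delivered in addition one of three; Schedule: overnight seeding, then 1 h dark dye loading; Technique: Fluo-4 NW calcium fluorescence; Measure: B-scored fluorescence response ratio; Controls: positive and negative controls per plate.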
hERG rescue = shields human hERG channel from block by proarrhythmic agents | 310,000 compounds, 0.51% hits | CHO-hERG, FluxOR thallium flux, dofetilide IC70 present | activation (rescue from dofetilide block), less the hit threshold, % at 10 µM;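 active = activation above the mean of controls blocked by dofetilide plus 5 SD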;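 also: thallium influx through hERG after potassium depolarization seen as dye fluorescence rise; in these data hits start at about 4.7%; inactives centre near -7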
RGS4 block = inhibitors of human RGS4. P49798. HEK293 M3R/RGS4 inducible, Fluo-4 calcium flux; active compounds read high; triggered by carbachol at its EC20. B-score at 10 µM. 310,000 compounds, 0.45% hits;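 active = B-score, a plate-corrected calcium signal, over three deviations above library mean, with baseline fluorescence within five deviations of library mean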;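 also: RGS4 expression induced by doxycycline in cells with stable M3 receptor; B-score is computed from the integrated fluorescence ratio over baseline after carbachol; higher B-score means a larger calcium signal and so more RGS4 inhibition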
RGS4 act = potentiators or activators of RGS4. HEK293 M3R/inducible RGS4, carbachol calcium flux Fluo4; active compounds read low. B-score at 10 µM. 310,000 compounds, 0.92% hits;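 active = B-score of the integrated calcium signal more than 4 SD below the library mean, with starting fluorescence not abnormally high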;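 also: negative B-score means reduced calcium response which marks RGS4 activation or potentiation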
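System: HEK293 FlpIn-TREx cells, stable M3R, doxycycline-inducible RGS4. Timing: overnight RGS4 induction, 30 min dye load 37 °C, 20 min compound RT. Also added: carbachol, ECmax concentration. Measured by: Fluo4 fluorescence kinetic imaging of calcium. Evaluation: integrated calcium ratio converted to B score.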
KCNQ1 pot = human KCNQ1 channel potentiation or activation | B-score at 10 µM | P51787 | 310,000 compounds, 0.35% hits | CHO-K1 KCNQ1, thallium flux FluxOR fluorescence; active compounds read high;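 active = fluorescence ratio B-score, a plate-corrected score, at least three library SD, with initial intensity B-score within 5 SD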
Target sequence (P51787 whole entry, looked up): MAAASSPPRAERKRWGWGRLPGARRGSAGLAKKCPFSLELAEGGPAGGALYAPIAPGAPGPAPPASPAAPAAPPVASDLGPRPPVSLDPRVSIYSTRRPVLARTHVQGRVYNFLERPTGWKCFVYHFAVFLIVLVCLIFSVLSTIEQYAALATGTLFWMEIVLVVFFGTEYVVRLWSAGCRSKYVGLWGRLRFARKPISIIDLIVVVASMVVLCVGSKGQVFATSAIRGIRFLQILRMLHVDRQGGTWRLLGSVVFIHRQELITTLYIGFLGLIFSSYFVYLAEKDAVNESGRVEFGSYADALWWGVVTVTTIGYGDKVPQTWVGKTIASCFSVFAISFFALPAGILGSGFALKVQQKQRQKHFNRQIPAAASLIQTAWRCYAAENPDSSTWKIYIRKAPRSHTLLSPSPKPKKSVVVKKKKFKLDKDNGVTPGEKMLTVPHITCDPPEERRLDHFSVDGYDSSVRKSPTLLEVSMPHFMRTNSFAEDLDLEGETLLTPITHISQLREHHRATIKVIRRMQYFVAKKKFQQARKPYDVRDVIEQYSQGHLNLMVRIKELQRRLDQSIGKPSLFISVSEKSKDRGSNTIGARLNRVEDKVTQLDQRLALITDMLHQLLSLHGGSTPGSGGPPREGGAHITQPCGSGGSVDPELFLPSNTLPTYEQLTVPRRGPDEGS
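Medium – assay buffer, equal DMSO in all wells · Material – CHO-K1 cell line with stable KCNQ1 potassium channel expression · Signal – kinetic FluxOR thallium fluorescence, 10-s 1-Hz baseline, 110-s post-stimulus read · Compound – single concentration per compound, DMSO matched to controls · Schedule – 37 °C overnight plating, 90-min dark dye load, 20-min compound pretreatment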
TMEM16A inh = inhibitors of mouse TMEM16A calcium-activated chloride channel; normalized B-score (activity score, 25-100; higher = stronger inhibition) at 10 µM; AID 588511; 310,000 compounds, 1.2% hits; HEK293 TMEM16A/YFP iodide influx fluorescence, ionomycin;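 active = ratio plate-corrected score three or more library SD toward inhibition, starting fluorescence score within five deviations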;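 also: score derived from kinetic fluorescence span divided by baseline fluorescence per well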
TMEM16A act = activators or potentiators of mouse TMEM16A chloride channel; B-score at 10 µM; 340,000 compounds, 0.3% hits; Q8BHY3; HEK293 TMEM16A/YFP-H148Q/I152L, iodide quench fluorescence; active compounds read low;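 active = fluorescence-ratio B-score plate-corrected deviation score at least 3 library SD below zero, with starting fluorescence score within 5 deviations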;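 also: channel opened by trigger with iodide after compound preincubation; score built on the fluorescence ratio of max minus min over baseline; more negative score means more quench and so TMEM16A activation or potentiation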
KCNK9 block = human KCNK9 channel inhibition; Q9NPC2; HEK293 KCNK9, FluxOR thallium flux fluorescence; active compounds read low; B-score at 10 µM; 310,000 compounds, 1.2% hits; AID 488922;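 active = ratio B-score over 3 SD below the library mean, with starting fluorescence within 5 SD of its mean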;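 also: negative B-score means less thallium flux so channel inhibition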
KCNK3 block = human KCNK3 channel inhibition, primary screen; CHO-KCNK3 thallium flux, FluxOR fluorescence; active compounds read low; B-score at 10 µM; 340,000 compounds, 0.84% hits; AID 602410;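 active = B-score under library mean minus 4 SD, starting fluorescence ratio at most library mean plus 5 SD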;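 also: more negative B-score means stronger inhibition of thallium flux through KCNK3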
KCNQ1 inh = human KCNQ1 channel inhibition. B-score at 10 µM. P51787. 310,000 compounds, 1.3% hits. CHO-K1 KCNQ1, FluxOR thallium flux fluorescence; active compounds read high. AID 2642;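 active = compounds whose thallium flux B-score, printed positive for inhibition, exceeds three library SD while starting fluorescence stays within three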;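 also: channel opened by potassium depolarization with thallium stimulus after 20 min compound exposure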
The depositor's hits bear a star; i = inactive; x = no result given. Rows were taken by chance; overall some 6.3% were active at least once.

smiles,MrgX1 PAM,MrgX1 ag,hERG rescue,RGS4 block,RGS4 act,KCNQ1 pot,TMEM16A inh,TMEM16A act,KCNK9 block,KCNK3 block,KCNQ1 inh
N#C/C(=C(/O)CCl)c1nc2ccccc2[nH]1,i,i,-25.7,i,i,i,i,i,i,i,i
O=C(Cc1ccc2c(c1)OCCO2)N1CCN(S(=O)(=O)c2cccs2)CC1,i,i,0.7,i,i,i,i,i,i,i,i
CCCOC(=O)c1ccc(Cl)c(NC(=O)c2cccnc2)c1,i,i,-11.0,i,i,i,i,x,i,x,i
Cc1ccc(N2C(=O)CS(=O)(=O)CC2=O)cc1,i,i,0.0,i,i,i,i,i,i,i,i
Cc1cccc(C(C)Nc2ccc([N+](=O)[O-])cn2)c1 (centres undefined),i,i,-9.1,i,i,i,i,i,i,i,i
O=C(COc1ccc(Cl)cc1Cl)N1CCCC1,i,i,-6.3,i,i,i,i,i,i,i,i
Cc1c(N)ccc(-n2nc3ccccc3n2)c1C,i,i,-16.8,i,i,i,i,i,i,i,i
O=C(NCCF)[C@H]1C[C@@H]1[C@H](NP(=O)(c1ccccc1)c1ccccc1)c1ccccc1,i,i,-2.4,i,i,i,i,i,i,i,i
CCCCOc1ccc(NC(=O)C(=O)NCCCn2ccnc2)cc1,i,i,-12.8,i,i,i,i,i,i,i,i
CCOC(=O)C1(c2nc(N)cs2)COC(=O)C1 (centres undefined),i,i,-14.6,i,i,i,i,i,i,i,i
COC(=O)c1ccc(NC(=O)CN2CCN(c3cccc(Cl)c3)CC2)cc1,i,i,-3.5,i,i,i,i,i,i,i,i
CC1CC1c1ccc(/C=C(\C#N)C(=O)Nc2ccccc2Cl)o1 (centres undefined),i,i,-12.8,i,i,i,i,i,i,i,i
COc1ccccc1NS(=O)(=O)c1ccc(NC(=O)N2CCCCC2)cc1,i,i,-6.3,i,i,i,i,i,i,i,i
Cc1ccccc1N(C(=O)CNC(=O)c1ccco1)C(C(=O)NC1CCCCC1)c1ccncc1 (centres undefined),i,i,-1.5,i,i,i,i,i,i,i,i
COc1cc(N=Nc2cccc(S(N)(=O)=O)c2)c2ccccc2c1N,i,i,-11.2,i,i,i,i,i,i,i,i
Cc1cc(C)nc(N2CCC(C(=O)NCc3cccs3)CC2)n1,i,i,-8.0,i,i,i,i,i,i,i,i
O=C(c1cc(S(=O)(=O)N2CCOCC2)c(Cl)cc1Cl)N1CCCCC1,i,i,-2.0,i,i,i,i,i,i,i,i
CC1Cc2cc(S(=O)(=O)N3CCN(c4ccccc4F)CC3)ccc2N1C(=O)C1CC1 (centres undefined),i,i,-6.8,i,i,i,i,i,i,i,i
CC(C)COc1cccc(C(=O)NC(=S)Nc2cccc(NC(=O)c3ccccc3Cl)c2)c1,i,i,-7.6,i,i,i,i,i,i,i,i
CCc1nn(C(C)C(=O)NCCc2ccc(OC)c(OC)c2)c(=O)c2cc3occc3n12 (centres undefined),i,i,-5.7,i,i,i,i,i,i,i,i
CCCCn1c(C)cc(/C=C(\C#N)C(=O)O)c1C,i,i,-7.6,i,i,i,i,i,i,i,i
CN(C)c1ccc(/C=N/NC(=O)CCc2nc3ccccc3[nH]2)cc1,i,i,-5.2,i,i,i,i,i,i,i,i
COC(=O)c1ccc(CN(C(=O)N2CCN(C)CC2)S(=O)(=O)c2ccc(C)cc2)cc1,i,i,-6.9,i,i,i,i,i,i,i,i
O=C(Nc1cc(C(F)(F)F)cc(C(F)(F)F)c1)Nc1cnn(-c2ccc([N+](=O)[O-])cc2)c1C(F)(F)F,i,i,-6.9,i,i,i,100*,i,i,i,i
CSc1n[nH]c(/N=C/c2oc(O)c3ccccc23)n1,i,i,-6.0,i,i,i,i,i,i,i,i
O=C(Nc1ccc(Cc2ccc(NC(=O)C3CC3)cc2)cc1)C1CC1,i,i,-15.7,i,i,i,i,i,i,i,i
CSc1nnc(Cc2cc(=O)[nH]c(=O)[nH]2)n1-c1cc(C)ccc1C,i,i,-8.4,i,i,i,i,i,i,i,i
CC(=O)Nc1cc(S(=O)(=O)Nc2cccc(C)c2)c(C)cc1C,i,i,-5.4,i,i,i,i,i,i,i,i
CC1Cc2ccccc2N1C(=O)CSc1nc2c(c(=O)n(C)c(=O)n2C)n1Cc1ccccc1 (centres undefined),i,i,-12.0,i,-7.23*,i,i,i,i,i,i
Cc1cc(C)n(C(C)CNC(=O)c2ccc3c(c2)OCO3)n1 (centres undefined),i,i,-8.3,i,i,i,i,i,i,i,i
Cc1cccc(N2CCN(S(=O)(=O)c3ccc4c(c3)C(C)(C)C(=O)N4C)CC2)c1C,i,i,-5.6,i,i,i,i,i,i,i,i
Cc1cccc(C)c1NC(=O)C1CCCN1S(=O)(=O)c1ccc2c(c1)n(C)c(=O)c(=O)n2C (centres undefined),i,i,-7.9,i,i,i,i,i,i,i,i
c1ccc2c(Cn3nnc4ccccc43)cccc2c1,i,i,-6.7,i,i,i,i,i,i,i,i
Clc1ccc(-c2nnnn2-c2ccc(Cl)cc2)cc1,10.6*,i,-5.9,i,i,i,i,i,i,i,i
Cc1nc(SCC(=O)Nc2cccnc2Cl)nc(C)c1C,i,i,-16.9,i,i,i,i,i,i,i,i
O=S(=O)(c1cc(Cl)cc(Cl)c1O)N1CCC2(CC1)OCCO2,i,i,-8.8,i,i,i,i,i,i,i,i
CCOC(=O)CNC(=O)CSc1nnc(-c2ccccc2)n1Cc1ccco1,i,i,-3.8,i,i,i,i,i,i,i,i
CCC(Cc1ccccc1)NC(=O)C1CCN(S(=O)(=O)c2c(C)noc2C)CC1 (centres undefined),i,i,-1.4,i,i,i,i,i,i,i,i
CCOC(=O)CN(C(=O)c1ccccc1)c1ccccc1C,i,i,-10.0,i,i,i,i,i,i,i,i
Fc1ccc(CNc2nc3ccccc3n3nnnc23)cc1,i,i,-7.1,i,i,i,i,i,i,i,i
O=C(N/C(=C\c1cccnc1)C(=O)N1CCCCC1)c1cccc(Br)c1,i,i,-7.7,i,i,i,i,i,i,i,i
Cc1ccc(S(=O)(=O)N(C)C)cc1NC(=O)CSc1nncs1,i,i,-10.7,i,i,i,i,i,i,i,i
Nc1nc(Nc2cccc(Cl)c2)nc(NCc2ccco2)c1[N+](=O)[O-],i,i,-9.1,16.9*,i,i,i,i,i,i,i
CC(NC(=O)/C=C/c1ccco1)c1nc2ccccc2n1Cc1c(Cl)cccc1Cl (centres undefined),i,i,-7.3,i,i,i,i,i,i,i,i
COc1ccccc1CN1CCNC(=O)C1CC(=O)N(C)Cc1nc(C)cs1 (centres undefined),i,i,-6.2,i,i,i,i,i,i,i,i
Cc1cc(C)nc(NC(=O)c2ccccc2O)n1,i,i,-7.4,i,i,i,i,i,i,i,i
Cc1cc(C(=O)OCC(=O)N2CC(C)OC(C)C2)ccc1[N+](=O)[O-] (centres undefined),i,i,-1.2,i,i,i,i,i,i,i,i
O=C(O)c1ccc2c(=O)n(-c3ccc(F)cc3)c(=S)[nH]c2c1,i,i,-4.0,i,i,i,i,i,i,i,i
CCCc1nnc(NC(=O)c2ccc([N+](=O)[O-])cc2)s1,i,i,-7.5,i,i,i,i,i,i,i,i
CCOC(=O)Cn1nc(C)c(NC(=O)COc2ccccc2[N+](=O)[O-])c1C,i,i,-8.9,i,i,i,i,i,i,i,i

Other structures follow.
smiles,MrgX1 PAM,MrgX1 ag,hERG rescue,RGS4 block,RGS4 act,KCNQ1 pot,TMEM16A inh,TMEM16A act,KCNK9 block,KCNK3 block,KCNQ1 inh
Cc1ccc(N(C(=O)CNC(=O)c2ccco2)C(C(=O)NC2CCCCC2)c2cccnc2)cc1C (centres undefined),i,i,-4.0,i,i,i,i,i,i,i,i
Cc1ccc(N2CC(C(=O)Nc3ccc(C)c(S(=O)(=O)N(C)C)c3)CC2=O)cc1 (centres undefined),10.1*,i,-9.0,i,i,i,i,i,i,i,i
CC1CC(C)CN(C(=O)COC(=O)CNS(=O)(=O)/C=C/c2ccccc2)C1 (centres undefined),i,i,-15.1,i,i,i,i,i,i,i,i
c1ccc(Cn2nnnc2C(c2ccccn2)N2CCOCC2)cc1 (centres undefined),i,i,-4.4,i,i,i,i,i,i,i,i
N#Cc1ccc(/C=N/NC(=O)CCc2ccc(S(=O)(=O)N3CCOCC3)cc2)cc1,i,i,-7.2,i,i,i,i,i,i,i,i
CN(CCOc1ccccc1)C(=O)C1CCC(=O)N(CCN2CCOCC2)C1 (centres undefined),i,i,-9.9,i,i,i,i,i,i,i,i
CSc1ccccc1NC(=O)C1C2CCC(C2)C1C(=O)O (centres undefined),i,i,-7.3,i,i,i,i,i,i,i,i
ClCc1csc(-c2ccc(Cl)cc2)n1,i,i,-6.4,i,i,i,i,i,i,i,i
CCCc1cc2c(=O)c(-c3ccc4c(c3)OCCO4)c(C)oc2cc1OS(C)(=O)=O,i,i,-7.6,i,i,i,i,i,i,i,i
Cn1c(-c2ccncc2)nc2ccccc21,i,i,-5.4,i,i,i,i,i,i,i,i
CN(CC(=O)Nc1ccccc1Br)C(=O)CNC(=O)c1ccc(Oc2ccccc2)cc1,i,i,-19.7,i,i,i,i,i,i,i,i
CSc1ccccc1NC(=O)CN(Cc1ccc(Cl)cc1)S(C)(=O)=O,i,i,-3.0,i,i,i,i,i,i,i,i
